# CendR NRP1 mod = alters CendR peptide binding to human NRP-1; 360,000 compounds, 0.85% hits; O14786; FAM-RPARPAR peptide binding to NRP-1, fluorescence polarization; inhibition, % at 25 µM; AID 602438;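 active = inhibition or corrected inhibition above about 18%, plus a signal ratio from 0.5 to 1.5, limit read from the data, passing the limit was not always enough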; also: strong numbers were not always called active
# FAS TE block = blocks the thioesterase domain of human fatty acid synthase; recombinant FAS-TE, OMFH fluorogenic substrate, fluorescence endpoint; inhibition, % at 15 µM; 360,000 compounds, 0.67% hits;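 active = compounds whose normalised, plate-corrected inhibition of enzyme fluorescence in the single-dose primary screen is 50% or more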;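 also: 0% = DMSO with enzyme and 100% = substrate without enzyme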
# MLLE-PAM2 inh = blocks PAM2 peptide binding to the PABP1 MLLE domain. 360,000 compounds, 0.36% hits. P11940. inhibition, % at 20 µM. GST-MLLE / FITC-PAM2 fluorescence polarization; in the data active = inhibition above about 35%, passing the limit was not always enough;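 also: plate controls were DMSO wells with GST-MLLE for no effect and wells lacking GST-MLLE protein for full effect; some results filed as inactive read as strong as hits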
# Target sequence (P11940 whole entry, looked up, the tested form may be a part): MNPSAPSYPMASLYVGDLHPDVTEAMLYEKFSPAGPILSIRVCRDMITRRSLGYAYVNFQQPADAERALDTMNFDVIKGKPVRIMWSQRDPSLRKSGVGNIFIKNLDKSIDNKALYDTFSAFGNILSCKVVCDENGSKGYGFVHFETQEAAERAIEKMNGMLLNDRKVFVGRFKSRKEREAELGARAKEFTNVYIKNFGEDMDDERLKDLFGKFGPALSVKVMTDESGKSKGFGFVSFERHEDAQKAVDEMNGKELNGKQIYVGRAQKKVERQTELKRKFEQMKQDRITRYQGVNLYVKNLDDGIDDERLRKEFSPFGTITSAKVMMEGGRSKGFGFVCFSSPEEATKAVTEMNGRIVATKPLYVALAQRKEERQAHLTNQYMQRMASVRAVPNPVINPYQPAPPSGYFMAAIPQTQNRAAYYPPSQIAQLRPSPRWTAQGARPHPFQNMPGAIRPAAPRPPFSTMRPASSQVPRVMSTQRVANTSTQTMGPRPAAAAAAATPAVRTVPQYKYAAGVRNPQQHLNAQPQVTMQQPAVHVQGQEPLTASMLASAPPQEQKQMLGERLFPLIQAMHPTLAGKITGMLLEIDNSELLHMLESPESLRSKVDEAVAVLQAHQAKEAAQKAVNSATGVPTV
# SKN-1 inh = inhibitors of C. elegans SKN-1 | C. elegans VP596 Pgst-4::GFP/RFP ratio, acrylamide-induced, 24 h | inhibition, % at 21.8 µM | 360,000 compounds, 0.49% hits | AID 624304;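 active = interference check ratio from 0.5 to 1.5 plus GFP to RFP signal ratio inhibition reaching or exceeding a fixed threshold, cut at about 30% in these data, passing the limit was not always enough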; also: some compounds called inactive have numbers as strong as hits
# MsrA inh = inhibitors of bovine MsrA | purified bovine MsrA, absorbance read-out | inhibition, % at 15.5 µM | 360,000 compounds, 0.75% hits | AID 651718; in the data active = inhibition above about 4.5%;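 also: 0% = vehicle wells with enzyme and 100% = reference inhibitor wells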
# eLon inh = inhibits E. coli Lon protease | P0A9M0 | purified E. coli Lon protease, fluorescence polarization | inhibition, % at 7.94 µM | 360,000 compounds, 0.42% hits | AID 602123; in the data active = inhibition above about 13%, passing the limit was not always enough;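 also: 0% = enzyme with probe and DMSO and 100% = no enzyme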
# bovine MsrA act = activators of bovine methionine sulfoxide reductase A; purified bovine MsrA, absorbance read-out; activation, % at 10.6 µM; 360,000 compounds, 0.3% hits; AID 602163; in the data active = activation above about 7.5%;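 also: 0% = vehicle and 100% = reference activator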
# TbMetRS inhib = blocks T. brucei methionyl-tRNA synthetase activity; inhibition, % at 11.9 µM; 360,000 compounds, 0.4% hits; purified T. brucei MetRS, ATP depletion, Kinase-Glo luminescence;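 active = inhibition above a per-plate cutoff of the control wells' mean inhibition plus 3 SD, cut at about 5.5% in these data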;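 also: 0% = DMSO wells median and 100% = median of wells with control inhibitor compound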
#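 Dosing: 11.9 µM compound single dose, 0.9% DMSO; Assay system: purified T. brucei MetRS enzyme; Measured by: Kinase-Glo luciferase luminescence reporting remaining unconsumed ATP; Schedule: 15 min plus 2 h at 25 °C.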
# MT1-MMP act inh = inhibitors of human MT1-MMP activation; 360,000 compounds, 0.061% hits; GFP/RFP ratio change, % at 20 µM; P50281; HT1080 RFP-PRO-GFP cells, GFP/RFP ratio fluorescence, overnight; percent of plate control window, DMSO zero;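 active = GFP/RFP ratio change of at least 30% with cell ATP level not reduced by more than half and red fluorescence within 50% of control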; also: strong numbers were not always called active
#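 Material – HT1080 RFP-PRO-GFP cells · Control set – DMSO wells and RFP-L50D-GFP cells · Incubation – overnight cell settling, then overnight compound exposure, 37 °C, 5% CO2 · Compound dosing – single-point 20 µM compound, 1% DMSO · Read-out – GFP/RFP fluorescence ratio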
# * = called active by the depositor; · = not tested or not shown.
# Values run as follows: CendR NRP1 mod, FAS TE block, MLLE-PAM2 inh, SKN-1 inh, MsrA inh, eLon inh, bovine MsrA act, TbMetRS inhib, MT1-MMP act inh
1) COc1ccc(-c2nc3ccccc3n(CC(C)C)c2=O)cc1
→ 4, ·, ·, 19, 1.2, ·, ·, -0.9, 6
2) Cc1ccccc1OCc1ccc(C(=O)N2CCOCC2)o1
→ 5, -3, 3, -11, 2.0, -6, -4, 0.1, 0
3) CC1(C(=O)Nc2cccc(OC(F)(F)F)c2)Cc2c(-c3cccc(C(N)=O)c3)ccnc2O1 (centres undefined)
→ 1, 17, 1, 9, -1.7, -19, -1, -0.1, -2
4) COc1cccc(/C=C/C(=O)OCC(=O)NCc2ccco2)c1
→ 5, -4, -11, 6, -0.6, -7, -8, -1.0, 2
5) CCOC(=O)N1CCN(C(=O)C(=O)NNC(=O)COc2ccc(Cl)c(C)c2)CC1
→ 3, -8, -19, 5, -0.5, 7, 0, -0.3, 1
6) CCOC(=O)C(C)Sc1ncnc2nc[nH]c12 (centres undefined)
→ -2, -8, -2, 13, 0.9, 0, 0, -0.1, 9
7) N#C/C(=N\Nc1ccccc1)C(=N)N1CCCCCC1
→ 4, -1, -3, 3, 1.4, -19, -1, 0.8, 2
8) O=C1CN(C(=O)COC(=O)CCCOc2ccccc2)c2ccccc2N1
→ 4, -3, -2, 5, -0.7, -10, -11, -1.1, -3
9) O=C(Oc1cc(Cl)ccc1Cl)C1=CC=CN2CCS(=O)(=O)N=C12
→ 13, -3, 16, -15, 2.3, -7, -3, -0.3, 5
10) CCOC(=O)c1cn(CC)c2ccc(S(=O)(=O)N3CCC(C)CC3)cc2c1=O
→ 0, -5, -5, 3, 1.4, -2, -3, -0.2, 1
11) COc1ccc(S(=O)(=O)n2nc(-c3ccc(Cl)cc3)cc2N)cc1OC
→ -14, 17, 1, -12, -0.5, -4, -5, -0.5, -1
12) COc1ccc(S(=O)(=O)N2CCN(Cc3ccccc3)CC2)cc1OC
→ 12, 3, 4, 1, 0.6, -13, 1, -1.5, 5
13) CCOC(=O)c1nn(-c2ccc(OCC)cc2)c(C)c1C(C)=O
→ 1, -13, 14, -4, -0.6, 2, 0, -0.4, 6
14) O=C(COc1ccc([N+](=O)[O-])cc1)N1CCN(c2nnc(-c3ccccc3)c3ccccc23)CC1
→ 2, 26, -44, 5, 0.4, -2, 3, -0.2, -3
15) COc1ccccc1NC(=O)CN1C(=O)CCS(=O)(=O)c2ccccc21
→ -1, -7, -8, 8, 0.6, -6, 1, 0.0, 1
16) O=C(O)c1cccc(N2C(=O)C3CC=C(Cl)CC3C2=O)c1 (centres undefined)
→ 4, -8, -10, 0, -0.2, -6, 0, -0.1, 2
17) CCC(=O)Nc1cccc(-c2cn3cccc(C)c3n2)c1
→ 1, -4, 1, -4, 0.8, -7, -2, 0.3, 3
18) O=C(COC(=O)c1ccc(Cl)c(S(=O)(=O)N2CCOCC2)c1)Nc1ccc2[nH]c(=O)[nH]c2c1
→ 10, -6, -27, 3, -0.3, -12, -1, -0.1, 0
19) COc1cccc(-c2noc(C3CCCN(C(=O)c4ccc(F)cc4F)C3)n2)c1 (centres undefined)
→ -3, -6, -1, -8, -0.1, -3, -6, -0.9, 1
20) COc1cc(C2c3c(n[nH]c3C)C(=O)N2c2ccc(Br)cc2)ccc1O (centres undefined)
→ -3, -4, 8, -16, -0.7, 5, -6, -1.1, -3
21) Cc1cccc(CCNc2nc3ccccc3n3nnnc23)c1
→ -14, -1, -13, 15, 1.3, -11, -2, 0.1, 11
22) CCOc1ccc(NC(=O)NC2CCOC(C)(C)C2)cc1 (centres undefined)
→ -14, -5, -6, -12, -1.2, -9, 0, -0.3, 1
23) Nc1cccc2c1C(=O)N(C(=O)/C=C/c1cccc(F)c1)C2=O
→ -10, 3, -2, 3, 4.5, -6, -3, -0.6, 1
24) CC(=O)C1=C(c2ccc(Br)cc2)C(=O)c2ccccc2C1=O
→ 17, 38, 18, 18, 1.0, 7, 2, 0.1, -136
25) O=C(N/N=C/C1CC2CCC1C2)c1c[nH]c2ccccc12 (centres undefined)
→ -11, -3, -5, -1, 0.1, -4, -12, -0.4, 1
26) O=C1C=CC(=O)N1N(c1ccccc1)c1ccccc1
→ 1, 8, 23, -15, -0.1, 8, -12, -0.7, 2
27) COc1cccc(C(=O)/C=C2\NCCc3cc(OC)c(OC)cc32)c1
→ -2, 8, 1, 5, 2.0, -4, -3, 0.3, -2
28) O=C(NNC(=O)c1ccc(-c2ccccc2)cc1)Nc1ccc(F)cc1F
→ 6, -7, 9, -4, -0.4, -3, -1, 0.1, -1
29) O=C1Cc2cc(NS(=O)(=O)c3ccc(Cl)cc3)cc3c2N1CCC3
→ -20, -4, -19, 4, -1.6, -4, -1, -0.2, -3
30) Cc1ccccc1Nc1c(-c2cccnc2)nc2ccc(Br)cn12
→ 9, 5, -10, 0, -0.1, -5, -2, -0.2, 4
31) CCOC(=O)c1cc(C)sc1/N=C/C1C(=O)CCCC1=O
→ -10, -9, 19, 0, -0.9, 12, -1, -0.3, 10
32) O=S1(=O)C[C@H](N2CCCC2)[C@@H](COCc2ccccc2)N1
→ -12, -5, -8, -7, 1.1, -3, -13, -2.1, 4
33) COC(=O)N/N=C\c1ccccc1OC/C=C/c1ccccc1
→ 10, 12, -11, 1, -0.5, 6, -3, -0.1, -2
34) CC(=O)N(c1ccc(N(C(C)=O)S(=O)(=O)c2ccccc2)cc1)S(=O)(=O)c1ccccc1
→ 8, -1, 7, -11, -0.7, 1, -13, -1.4, 6
35) COC(=O)C1=C(C)N(C(C)c2ccccc2)C(=O)/C1=C\c1ccco1 (centres undefined)
→ -14, 0, 1, -5, 2.0, -4, -3, -0.3, -3
36) Cc1ccc(S(=O)(=O)N2CCCC2CNC(=O)C(=O)Nc2ccccc2)cc1 (centres undefined)
→ -3, 5, -7, 15, 1.1, 5, -1, -0.4, -2
37) CCCCn1c(N)c(N(CC(C)C)C(=O)CSc2ccc([N+](=O)[O-])cc2)c(=O)[nH]c1=O
→ -5, 17, 9, 9, 0.9, -6, -4, -0.2, 0
38) COc1ccc(C#Cc2ccc3c(c2)O[C@H](CN(C)C(C)=O)[C@H](C)CN([C@@H](C)CO)S3(=O)=O)cc1
→ 12, 4, -19, -4, -0.3, -5, 0, -0.5, 3
39) CC1(C(=O)Nc2ccc3c(c2)OCO3)CCN1C(=O)C1(c2ccc(Cl)cc2)CC1 (centres undefined)
→ -11, 12, 13, 4, 0.4, -22, -2, 0.0, 4
40) CCOc1ccc(NC(=O)Cc2ccccc2)c([N+](=O)[O-])c1
→ -3, -26, 19, 7, -0.2, 4, -2, -0.4, 0
41) CCn1c(SCc2cccc(F)c2)nc2c(c1=O)SCC2
→ -5, 15, 2, 13, 0.5, -3, -2, -0.1, 0
42) C=CCn1c(-c2ccc3ncccc3c2)n[nH]c1=S
→ -6, -4, -27, -4, 0.7, 6, -11, 0.0, 5
43) Cc1cc(C)c(NC(=O)NC2CCCCC2)c(C)c1
→ 2, -16, 19, 6, -0.7, -1, 0, -0.3, 1
44) O=C(c1ccc(Cl)c(S(=O)(=O)NCc2ccco2)c1)N1CCN(c2ccc(F)cc2)CC1
→ -10, 7, 4, -1, -0.1, 0, -2, -0.1, -2
45) O=C1CC(N2CCN(S(=O)(=O)c3ccccc3F)CC2)C(=O)N1c1ccc(F)cc1F (centres undefined)
→ 18, -1, 8, -12, -0.2, 1, -2, -0.4, 1

# Structural class: the compounds so far containing an aryl thioether with sulfur outside any ring (three)
# Values run as follows: CendR NRP1 mod, FAS TE block, MLLE-PAM2 inh, SKN-1 inh, MsrA inh, eLon inh, bovine MsrA act, TbMetRS inhib, MT1-MMP act inh
6) CCOC(=O)C(C)Sc1ncnc2nc[nH]c12 (centres undefined)
→ -2, -8, -2, 13, 0.9, 0, 0, -0.1, 9
37) CCCCn1c(N)c(N(CC(C)C)C(=O)CSc2ccc([N+](=O)[O-])cc2)c(=O)[nH]c1=O
→ -5, 17, 9, 9, 0.9, -6, -4, -0.2, 0
41) CCn1c(SCc2cccc(F)c2)nc2c(c1=O)SCC2
→ -5, 15, 2, 13, 0.5, -3, -2, -0.1, 0

# 2 compounds from above, showing only SKN-1 inh.
cpd	molecule	SKN-1 inh
34	CC(=O)N(c1ccc(N(C(C)=O)S(=O)(=O)c2ccccc2)cc1)S(=O)(=O)c1ccccc1	-11
35	COC(=O)C1=C(C)N(C(C)c2ccccc2)C(=O)/C1=C\c1ccco1 (centres undefined)	-5

# Next records
# Values run as follows: CendR NRP1 mod, FAS TE block, MLLE-PAM2 inh, SKN-1 inh, MsrA inh, eLon inh, bovine MsrA act, TbMetRS inhib, MT1-MMP act inh
46) COc1c2ccoc2cc2oc(=O)ccc12
→ 4, -1, -2, 16, 1.1, 3, -2, 0.9, -2
47) CN(C)C(=S)N=c1ssc(=S)n1Cc1ccccc1
→ 4, 12, 20, -14, -0.3, -17, -2, 0.4, 0
48) O=c1c(-c2ccc(Cl)cc2)[n+]([O-])c2ccccc2n1OCc1ccccn1
→ 11, -2, -2, 11, -0.5, -8, -2, 0.7, 4
49) CC[n+]1cc(C)ccc1/C=C/c1ccc(N(C)C)cc1
→ -171, -18, -180, 66, 1.6, -136, -3, -0.9, -70
50) O=C(CCN1CCCCC1)N1CCc2c([nH]c3ccccc23)C1c1cccnc1 (centres undefined)
→ -4, -7, 4, -9, -0.1, -7, 4, 0.0, 2
51) O=C(NCC1CCCO1)c1cccc(NS(=O)(=O)c2ccc(Br)cc2)c1 (centres undefined)
→ -4, -6, -12, 0, -0.1, -11, -4, -0.5, 1
52) Cn1c2ccccc2n2c(=O)c(=O)n(CC(=O)c3ccc(Cl)cc3)nc12
→ 3, -1, -5, -4, -3.5, -1, -2, -0.2, 9
53) CCOC(=O)N1CCN(S(=O)(=O)c2ccc(C(=O)NNc3nc4ccc(Cl)cc4s3)cc2)CC1
→ -2, 11, -87, 3, ·, -9, -3, -0.6, 3
54) CCN(CC)C(=O)c1cc2c(=O)n3ccccc3nc2s1
→ -12, -4, 7, 3, 4.5, 6, -2, 0.0, 2
55) NC(CSC12CC3CC(CC(C3)C1)C2)C(=O)O (centres undefined)
→ 4, -9, 12, 9, -1.0, 2, -1, -0.1, -4
56) O=C(COc1ccc(Cl)cc1Br)NCC(c1ccco1)N1CCCC1 (centres undefined)
→ -11, 8, -3, -2, -0.6, 3, 0, 0.1, 3

# Along the list, as entered above:
# MLLE-PAM2 inh, nos. 42–49: -27, 19, 4, 8, -2, 20, -2, -180

# Source: PubChem BioAssay
